S1P2 antag = blocks the human S1P2 receptor; 97,000 tested, 0.21% active; inhibition, % at 5 µM; cell-based S1P2 antagonist assay, inhibition at 5 uM; O95136; AID 736; in the data active = inhibition above about 45%;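 also: CRE beta-lactamase reporter cells expressing human S1P2 stimulated with S1P; 0% = agonist at EC80 alone and 100% = agonist plus reference antagonist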
Target sequence (O95136 whole entry, looked up): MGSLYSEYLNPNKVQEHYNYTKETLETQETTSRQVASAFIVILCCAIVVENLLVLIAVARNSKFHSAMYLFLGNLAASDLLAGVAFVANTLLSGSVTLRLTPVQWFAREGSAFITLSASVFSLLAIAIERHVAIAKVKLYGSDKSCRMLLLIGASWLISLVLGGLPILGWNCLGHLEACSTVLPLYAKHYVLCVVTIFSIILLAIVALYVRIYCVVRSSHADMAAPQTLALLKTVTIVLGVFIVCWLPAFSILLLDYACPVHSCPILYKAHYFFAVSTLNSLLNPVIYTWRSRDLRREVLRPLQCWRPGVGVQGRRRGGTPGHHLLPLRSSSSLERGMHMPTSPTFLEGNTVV
PostGolgi ctrl = growth of the yeast control strain, post-Golgi counter-screen | efflux-deficient yeast background strain, growth absorbance A615, 16 h | inhibition, % at 10 µM | 98,000 tested, 5% active | AID 738
DAT uptake mod = modulates human dopamine transporter uptake under cocaine; Q01959; LLC-PK1 hDAT cells, [14C]-dopamine uptake with cocaine IC80; actives deviate in either direction; B-score at 10 µM; 110,000 tested, 1.3% active; AID 449768;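 active = Z score or B-score, a plate-position-corrected score, falls beyond the plate's 99.7% confidence bounds, in either direction; inactive = both scores lie inside the 99.7% bounds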;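 also: scored against the spread of the other compound wells on the same plate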
Target sequence (Q01959 whole entry, looked up): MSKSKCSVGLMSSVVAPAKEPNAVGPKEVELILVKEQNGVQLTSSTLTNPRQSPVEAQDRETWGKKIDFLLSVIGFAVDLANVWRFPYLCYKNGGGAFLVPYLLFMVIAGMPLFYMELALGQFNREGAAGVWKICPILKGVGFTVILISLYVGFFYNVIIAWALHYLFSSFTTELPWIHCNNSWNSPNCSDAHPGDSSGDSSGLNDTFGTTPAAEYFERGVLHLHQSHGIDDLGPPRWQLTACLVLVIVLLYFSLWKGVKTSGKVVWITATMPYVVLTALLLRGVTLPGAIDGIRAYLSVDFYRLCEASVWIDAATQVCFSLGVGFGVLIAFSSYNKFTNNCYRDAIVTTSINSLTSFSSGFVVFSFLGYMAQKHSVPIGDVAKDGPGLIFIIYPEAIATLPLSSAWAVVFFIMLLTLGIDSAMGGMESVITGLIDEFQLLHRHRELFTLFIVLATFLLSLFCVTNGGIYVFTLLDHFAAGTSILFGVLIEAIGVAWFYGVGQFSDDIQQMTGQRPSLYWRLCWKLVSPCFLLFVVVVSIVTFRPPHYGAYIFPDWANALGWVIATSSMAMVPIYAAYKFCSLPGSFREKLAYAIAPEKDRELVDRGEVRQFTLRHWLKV
E coli WT exp = growth inhibitors of E. coli BW25113 wild type | OD600 absorbance | growth inhibition, % at 100 µM | 98,000 tested, 0.15% active | AID 710;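 active = growth inhibition above about 50% at one test dose, limit read from the data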;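 also: growth measured after 20 h incubation at 37 °C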
S1P2 ag = activates the human S1P2 receptor | AID 729 | activation, % at 4.5 µM | 97,000 tested, 0.46% active | O95136 | S1P2-expressing cell line, agonist reporter read-out; in the data active = activation above about 16%;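 also: 0% = vehicle low control and 100% = maximal reference agonist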
Fibroblast inh = blocks proliferation of human lung fibroblasts. LL 47 human lung fibroblast viability, ATP luminescence; stronger effect = lower value. viability, % at 10 µM. 85,000 tested, 1.1% active;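 active = viability at or below 50% in the single dose screen; inactive = viability above 50%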;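 also: compound exposure lasted 72 h before the ATP readout; 100% = median luminescence of untreated cell-only wells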
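material = human LL 47 lung fibroblast cells | dosing = compounds added from tenfold dosing solution, 0.1% DMSO final | timing = overnight cell rest, 72 h compound treatment at 37 °C | measured by = CellTiter-Glo luminescence measuring cellular ATP | evaluation = % viability versus median cells-only luminescence | control set = cell-only wells, no compound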
HUVEC inhibit = inhibitors of human endothelial cell proliferation; HUVEC proliferation, CellTiter-Glo luminescence, 72 h; stronger effect = lower value; 86,000 tested, 1.1% active; viability, % at 10 µM (by protocol);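 active = viability at or below 30%; inactive = viability above 30%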;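 also: 100% = median luminescence of DMSO-only cell control wells on each plate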
H69AR inhibit = blocks growth of human H69AR lung tumor cells; 85,000 tested, 6% active; H69AR lung tumor viability, ATP luminescence, 72 h; stronger effect = lower value; AID 598; viability, % at 10 µM;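 active = viability at or below 40%; inactive = viability above 40%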;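 also: multidrug resistant small cell line overexpressing MRP-1 efflux transporter; 100% = mean luminescence of untreated control wells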
PostGolgi yeast = growth inhibition of a yeast mutant, post-Golgi transport screen | post-Golgi transport phenotypic cell assay | inhibition, % at 10 µM | 98,000 tested, 0.9% active;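 also: yeast cells grown in 1536-well plates; yeast grown about 18 h at 30C before absorbance read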
* marks the source's active call; other numbers are inactive results; · = not tested or not shown. Rule as the data show it, unless noted: active = inhibition above about 30%; inactive = the rest.

Under each structure – S1P2 antag | PostGolgi ctrl | DAT uptake mod | E coli WT exp | S1P2 ag | Fibroblast inh | HUVEC inhibit | H69AR inhibit | PostGolgi yeast
1: CCOC(=O)c1[nH]nc(N)c1NC(=O)c1ccc(Cl)cc1Cl
  7 | 15 | -1.1 | -10 | 1 | 99 | 93 | 71 | 2
2: O=C(NCCc1ccccc1)C(c1cccs1)N(C(=O)c1csnn1)C1CC1 (configuration not stated)
  -5 | 6 | 0.47 | -10 | -3 | 97 | 92 | 88 | 20
3: CCCCC(O)(CCN1CCOCC1)c1ccc(Cl)cc1 (configuration not stated)
  -1 | -3 | -1.8 | 10 | -3 | 98 | 99 | 97 | 9
4: CCC1Oc2ccccc2N(CC(=O)NCCCN2CCCCC2CC)C1=O (configuration not stated)
  · | 6 | 0.072 | -3 | · | 103 | 105 | 98 | 6
5: Cc1ccccc1-c1nnc(-c2ccccc2)o1
  · | 0 | -0.15 | 4 | · | 93 | 100 | 92 | 9
6: CC(=O)N(C(C)=O)c1ncc2c([nH]c3ccccc32)c1C#N
  3 | 1 | 0.87 | 9 | -9 | 72 | 63 | 37* | 0
7: COCCn1c(C)cc(C2=NNC(=Nc3ccc(Cl)cc3Cl)SC2)c1C
  -3 | 1 | 0.29 | 0 | -7 | 107 | 84 | 103 | 0
8: CCC1(O)c2ccccc2-c2ncccc21 (configuration not stated)
  3 | -4 | 0.029 | 2 | -7 | 103 | 96 | 98 | -6
9: CCOC(=O)c1c(N)sc(C(=O)N2CCCCCC2)c1C
  0 | 12 | -0.42 | 6 | -1 | 102 | 90 | 99 | 5
10: Cn1c(=O)[nH]c(=O)c2c1nc(N1CCc3ccccc3C1)n2CCSc1nc2ccccc2s1
  5 | -3 | 0.08 | 0 | -1 | 88 | 81 | 87 | 9
11: CCCOc1nc2c(c(=O)n(C)c(=O)n2C)n1CC
  9 | · | · | · | 0 | 105 | 102 | 78 | ·
12: COC(=O)c1[nH]c2ccc(C)cc2c1NC(=O)CN1CCN(Cc2ccccc2)CC1
  19 | 3 | 0.083 | 6 | -6 | 100 | 86 | 69 | 3
13: OCCOCCOCCn1c2ccccc2c2ccccc21
  15 | 4 | -0.0048 | -2 | -9 | 98 | 96 | 97 | 20
14: CN(C1CCS(=O)(=O)C1)S(=O)C12CC3CC(CC(C3)C1)C2 (configuration not stated)
  -6 | 0 | -0.14 | 6 | -3 | 97 | 85 | 80 | -4
15: Cc1cc(C)nc(NC(=O)CCC2CCCC2)c1
  -2 | · | 2 | · | -1 | 98 | 87 | 88 | ·
16: COCCCNC(=O)CCSc1ccc(Cl)cc1
  · | 5 | -0.36 | 4 | · | 105 | 106 | 86 | -7
17: Cc1ccc(S(=O)(=O)N2C(=O)CCC2C(=O)Nc2ccc3c(c2)OCCO3)cc1 (configuration not stated)
  -9 | 9 | -0.32 | -2 | -3 | 102 | 101 | 88 | -7
18: CCCCn1cnc2c1c(=O)n(CC(=O)c1cc(C)n(C)c1C)c(=O)n2CC(C)C
  6 | 3 | 1.3 | 4 | -12 | 92 | 110 | 85 | 4
19: O=C(Nc1ccc(Cl)cc1C(F)(F)F)c1ccc(Cl)cc1
  8 | -10 | -0.69 | -20 | 0 | · | · | · | 2
20: COc1ccc(NC(=O)c2cc(S(=O)(=O)N3CCCCC3)ccc2N2CCCCC2)cn1
  · | 1 | 1.1 | -14 | · | 92 | 95 | 82 | -5
21: CCCCNC(=S)NC(=O)c1ccc([N+](=O)[O-])cc1
  -2 | 12 | 0.0039 | 25 | -13 | · | · | · | 12
22: Clc1ccc2c(Cl)c(-c3nnc(-c4ccccc4)o3)sc2c1
  26 | · | · | · | -6 | 98 | 74 | 100 | ·
23: CCC(c1nnnn1Cc1cccs1)N1CCN(C2CCCC2)CC1 (configuration not stated)
  -2 | 26 | -0.079 | -3 | -2 | 96 | 99 | 94 | -1
24: COc1ccc(CN2C(=O)CCC2(C)C(=O)NC2CCCCCC2)cc1 (configuration not stated)
  7 | 5 | 0.95 | -5 | -12 | 93 | 99 | 102 | 6
25: CCCCC(=O)Nc1ccc2c(c1)C(=O)NC2=O
  0 | 10 | 0.034 | 9 | -4 | 110 | 107 | 114 | -8
26: Cc1ccccc1NC(=O)/C(=C\c1cccs1)NC(=O)c1ccco1
  -8 | -4 | -0.3 | 5 | -8 | · | · | · | 4
27: CCOC(=O)C(/C=C(\C#N)C(=O)OCC)=C(/N)N1CCN(c2ccccc2)CC1
  -30 | 2 | -0.19 | 0 | -1 | 100 | 97 | 87 | -7
28: COc1ccccc1COCC(O)CNCC1(N2CCCCC2)CCCCC1 (configuration not stated)
  -9 | 29 | 0.92 | 1 | -3 | · | · | · | 19
29: Cc1cc2c(nn1)CCC/C2=N\O
  -9 | -1 | 0.45 | 7 | -12 | 104 | 110 | 97 | 9
30: COC(=O)C1=C(C)N(C)C(C)=C(C(=O)OC)C1c1cccc(Br)c1
  4 | 17 | -0.0026 | -5 | -2 | 80 | 81 | 95 | 19

Following part:
item	SMILES	S1P2 antag	PostGolgi ctrl	DAT uptake mod	E coli WT exp	S1P2 ag	Fibroblast inh	HUVEC inhibit	H69AR inhibit	PostGolgi yeast
31	Cc1ccc(F)cc1NC(=O)c1ccc2c(c1)OCO2	-11	9	0.63	5	-6	110	101	94	-7
32	COc1cccc(C2CC(c3ccc(Cl)cc3Cl)Nc3nc(N)nn32)c1 (configuration not stated)	-10	26	2.6	8	-2	100	98	98	7
33	CCOc1ccc(C(C)(O)CN2CCOCC2)cc1 (configuration not stated)	-4	16	-0.047	4	-5	100	96	105	0
34	COC(=O)c1ccccc1NC(=O)Cn1cc2c(n1)CCC(C)C2 (configuration not stated)	·	10	-0.7	15	·	100	88	85	2
35	CCOC(=O)C1CCCN(Cc2nc(N)nc(Nc3ccccc3)n2)C1 (configuration not stated)	14	19	0.52	6	-2	108	107	95	0
36	CCCC(=O)Nc1nnc(SCC(=O)NCc2cccs2)s1	9	-1	-0.52	-3	1	111	99	93	1
37	COC(=O)c1cc2ccccc2c(-c2c(OC)c(C(=O)OC)cc3ccccc23)c1OC	14	17	1	-13	-5	·	·	·	-9
38	O=C(CC1Sc2ccccc2NC1=O)OCC(=O)N1CCc2ccccc21 (configuration not stated)	34	3	0.076	-3	-7	95	94	93	-5
39	Nc1nc2n(n1)C(c1cccc(Cl)c1)CC(c1ccc(F)cc1)N2 (configuration not stated)	-8	6	-0.087	4	-3	104	101	97	-7
40	C=CCn1c(SC2CCOC2=O)nc2sc(C)c(C)c2c1=O (configuration not stated)	-18	·	-0.46	·	-5	104	108	96	·
41	COc1ccc2ccccc2c1C1CC(=O)N2CN(C)CSC2=C1C#N (configuration not stated)	-6	-7	1.1	5	-7	103	100	94	0
42	Cc1cccc2c1CC(C)(C)N=C2C1=C(O)CCCC1=O	18	10	0.13	1	-3	95	103	95	7
43	O=C(COC(=O)CN1C(=O)c2ccccc2C1=O)Nc1ccc(S(=O)(=O)N2CCCC2)cc1	-2	9	0.46	2	-7	·	·	·	-8
44	COc1ccc(-c2cc(C(=O)O)c3ccccc3n2)c(OC)c1	19	-3	0.47	-4	-4	108	99	101	-8
45	COc1ccc(NS(=O)(=O)c2cc([N+](=O)[O-])ccc2N/N=C\c2c(C)[nH]c3ccccc23)cc1	-6	13	-0.014	-21	-4	·	·	·	0
46	O=C(O)C1CCC(N2C(=O)C3CCCCC3C2=O)CC1 (configuration not stated)	-3	-11	0.51	-1	-7	108	92	89	17

An excerpt from above, showing only PostGolgi ctrl, E coli WT exp and H69AR inhibit:
item	smiles	PostGolgi ctrl	E coli WT exp	H69AR inhibit
39	Nc1nc2n(n1)C(c1cccc(Cl)c1)CC(c1ccc(F)cc1)N2 (configuration not stated)	6	4	97
40	C=CCn1c(SC2CCOC2=O)nc2sc(C)c(C)c2c1=O (configuration not stated)	·	·	96
41	COc1ccc2ccccc2c1C1CC(=O)N2CN(C)CSC2=C1C#N (configuration not stated)	-7	5	94
42	Cc1cccc2c1CC(C)(C)N=C2C1=C(O)CCCC1=O	10	1	95
43	O=C(COC(=O)CN1C(=O)c2ccccc2C1=O)Nc1ccc(S(=O)(=O)N2CCCC2)cc1	9	2	·
44	COc1ccc(-c2cc(C(=O)O)c3ccccc3n2)c(OC)c1	-3	-4	101
45	COc1ccc(NS(=O)(=O)c2cc([N+](=O)[O-])ccc2N/N=C\c2c(C)[nH]c3ccccc23)cc1	13	-21	·

(listing goes on)
item	SMILES	S1P2 antag	PostGolgi ctrl	DAT uptake mod	E coli WT exp	S1P2 ag	Fibroblast inh	HUVEC inhibit	H69AR inhibit	PostGolgi yeast
47	Cc1n[nH]c(=O)nc1NCc1ccco1	-13	14	-0.029	1	-1	104	99	100	-7
48	COc1ccc(-c2cc(=O)n(-c3nc4ccccc4[nH]3)[nH]2)cc1	3	0	0.092	35	0	61	10*	40*	5
49	Cc1nnc(NC(=O)CSc2nc(C(C)C)nc3ccccc23)s1	-6	11	-0.4	-9	-3	·	·	·	17
50	COC(=O)c1ccccc1NC(=O)CN1CCC(n2nnc3cc(F)ccc32)CC1	-4	17	-0.12	-7	-2	95	102	86	9
51	O=C(c1cnc2n(c1=O)CCS2)N1CCN(c2ccc([N+](=O)[O-])cc2)CC1	-3	15	-0.62	-4	-4	97	113	75	-4
52	O=C1CC(c2ccccc2)CC(O)=C1C=NCc1ccco1 (configuration not stated)	18	0	0.23	-3	-2	·	·	·	-5
53	CC(NC(=O)c1ccc2c(c1)OCO2)C(c1cccs1)N1CCOCC1 (configuration not stated)	11	·	-0.085	·	-2	104	104	95	·
54	O=c1c2[nH]c3ccc(F)cc3c2ncn1CCN1CCOCC1	16	4	-0.21	6	-1	99	90	96	-3

Entries of single compounds from above.
Results for `CC(NC(=O)c1ccc2c(c1)OCO2)C(c1cccs1)N1CCOCC1` (configuration not stated) → S1P2 antag: 11; PostGolgi ctrl: ·; DAT uptake mod: -0.085; E coli WT exp: ·; S1P2 ag: -2; Fibroblast inh: 104; HUVEC inhibit: 104; H69AR inhibit: 95; PostGolgi yeast: ·
Results for `Cc1nnc(NC(=O)CSc2nc(C(C)C)nc3ccccc23)s1` → S1P2 antag: -6; PostGolgi ctrl: 11; DAT uptake mod: -0.4; E coli WT exp: -9; S1P2 ag: -3; Fibroblast inh: ·; HUVEC inhibit: ·; H69AR inhibit: ·; PostGolgi yeast: 17

Other compounds:
item	SMILES	S1P2 antag	PostGolgi ctrl	DAT uptake mod	E coli WT exp	S1P2 ag	Fibroblast inh	HUVEC inhibit	H69AR inhibit	PostGolgi yeast
55	O=C1CCCC/C1=C/Nc1ccc(C(=O)O)cc1	-11	5	0.16	1	-2	99	101	104	3
56	Cn1nnnc1SCC(=O)NCCc1ccc(Cl)cc1	3	-8	-0.43	17	-1	103	100	90	1
57	CCOC(=O)c1ccccc1NC1c2ccccc2C(=O)N1c1cc(C)ccn1 (configuration not stated)	-1	55*	0.62	-8	-5	85	103	75	2
58	O=C(CCCN1C(=O)c2ccccc2C1=O)N1CCC(c2ccccc2)C1 (configuration not stated)	-4	-1	0.58	1	-1	98	92	90	0

3 compounds already listed, arranged by number of heavy atoms, ascending.
item	SMILES	S1P2 antag	PostGolgi ctrl	DAT uptake mod	E coli WT exp	S1P2 ag	Fibroblast inh	HUVEC inhibit	H69AR inhibit	PostGolgi yeast
55	O=C1CCCC/C1=C/Nc1ccc(C(=O)O)cc1	-11	5	0.16	1	-2	99	101	104	3
53	CC(NC(=O)c1ccc2c(c1)OCO2)C(c1cccs1)N1CCOCC1 (configuration not stated)	11	·	-0.085	·	-2	104	104	95	·
58	O=C(CCCN1C(=O)c2ccccc2C1=O)N1CCC(c2ccccc2)C1 (configuration not stated)	-4	-1	0.58	1	-1	98	92	90	0

Compound activity as filed in PubChem.
